# From PubChem BioAssay
# FBW7 act – human FBW7 E3 ligase activation, primary screen. Q969H0. AlphaScreen FBW7–phospho-cyclin E peptide binding, activator screen. normalized activity (activation), % at 26.1 µM. 650,000 tested, 0.13% active; in the data active = normalized activity above about 1.9%;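 also: purified mutant Fbw7 with reduced substrate affinity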
# Target sequence (Q969H0 whole entry, looked up): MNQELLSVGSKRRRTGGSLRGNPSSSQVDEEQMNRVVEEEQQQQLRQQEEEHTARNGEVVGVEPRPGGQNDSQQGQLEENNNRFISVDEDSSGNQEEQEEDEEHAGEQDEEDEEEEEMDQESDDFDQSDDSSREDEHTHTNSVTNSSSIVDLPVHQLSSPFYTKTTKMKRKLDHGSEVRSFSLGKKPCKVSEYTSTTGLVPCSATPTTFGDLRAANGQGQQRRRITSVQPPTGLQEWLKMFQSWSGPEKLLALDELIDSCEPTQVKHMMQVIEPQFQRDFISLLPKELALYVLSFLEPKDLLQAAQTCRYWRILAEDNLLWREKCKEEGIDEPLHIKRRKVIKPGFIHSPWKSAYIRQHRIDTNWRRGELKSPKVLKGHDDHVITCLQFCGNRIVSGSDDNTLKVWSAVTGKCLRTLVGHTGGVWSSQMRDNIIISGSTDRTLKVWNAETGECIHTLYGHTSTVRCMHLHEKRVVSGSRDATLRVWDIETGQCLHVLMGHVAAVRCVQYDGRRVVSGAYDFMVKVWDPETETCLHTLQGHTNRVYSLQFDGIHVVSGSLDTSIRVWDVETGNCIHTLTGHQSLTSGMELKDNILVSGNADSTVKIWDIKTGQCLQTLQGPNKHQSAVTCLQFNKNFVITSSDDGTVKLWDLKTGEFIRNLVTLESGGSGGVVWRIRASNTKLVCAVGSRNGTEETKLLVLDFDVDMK
# TEAD-YAP inh – TEAD-YAP interaction inhibition | AID 1259422 | inhibition, % at 9.12 µM | 640,000 tested, 1.4% active | HEK-TIYL cells, TEAD-Gal4/YAP UAS-luciferase luminescence; in the data active = inhibition above about 32%;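 also: 0% = median of test compound wells and 100% = reference inhibitor wells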
# MITF primary – blocks human microphthalmia-associated transcription factor | AlphaScreen MITF homodimerization, bead proximity signal | inhibition, % at 2.6 µM | 650,000 tested, 0.91% active | AID 1259374; in the data active = inhibition above about 50%;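 also: 0% = vehicle wells with protein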
# GPR151 ag – human GPR151 activation | 650,000 tested, 1% active | Q8TDV0 | PathHunter beta-arrestin GPR151 cells, luminescence | activation, % at 11.2 µM | AID 1508602; in the data active = activation above about 4.9%;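 also: 0% = median of compound wells and 100% = cells with positive control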
# * = called active by the depositor; x = not tested or not shown; & = joins results of further samples.
# The opening three entries as a preview:
SMILES,FBW7 act,TEAD-YAP inh,MITF primary,GPR151 ag
CCN(CC)C(=O)C[n+]1cccc(C(N)=O)c1,0.1,0.3,4.0,1.1
Cn1ccnc1SCCNC(=O)COc1ccc(N2CCCC2)nn1,0.1,7.1,23.7,0.5
C=CCNC(=O)c1c([N+](=O)[O-])cnn1C,0.5,-4.3,5.5,0.1

# Main list, from the start:
SMILES,FBW7 act,TEAD-YAP inh,MITF primary,GPR151 ag
CCN(CC)C(=O)C[n+]1cccc(C(N)=O)c1,0.1,0.3,4.0,1.1
Cn1ccnc1SCCNC(=O)COc1ccc(N2CCCC2)nn1,0.1,7.1,23.7,0.5
C=CCNC(=O)c1c([N+](=O)[O-])cnn1C,0.5,-4.3,5.5,0.1
COc1cc(N2CCN(S(=O)(=O)c3ccccc3F)CC2)nc(C)n1,0.0,3.4,14.8,-0.9
COc1cc(/C=N/N2C(=O)c3ccccc3C2=O)cc(OC)c1O,0.5,1.4,17.1,-1.9
N#Cc1c(SCc2ccccc2)nc2c(c1C1CC=CCC1)CCC2 (centres undefined),-0.1,2.1,-14.9,0.4
Cc1cccc(NC(=O)CSc2nnc(NC(=O)COc3ccc(Cl)cc3)s2)c1,-0.1,-6.0,0.9,6.5*
Cc1cn[nH]c1C1CCCN(S(=O)(=O)c2ccccc2)C1 (centres undefined),-0.1,-3.7,-13.4,-1.1
CC(=O)c1cc2c(cc1NC(=O)c1cc3nc(-c4cccs4)cc(C(F)(F)F)n3n1)OCO2,0.1,2.2,4.7,-0.3
CN(C)c1nc(N)nc(-c2cccnc2)n1,-0.2,-5.6,-1.8,0.8
CCCCN(CC)S(=O)(=O)c1ccccc1[N+](=O)[O-],-0.2,47.1*,7.8,0.9
C=CCSc1nc2cc(S(C)(=O)=O)ccc2n1C(C)C,0.0,-3.5,-13.2,0.3
Cc1nn(CC(=O)NCc2ccccc2Cl)c(=O)c2cccn12,0.0,10.5,4.3,0.9
CC(NC(=O)c1cc(F)ccc1F)c1nnc2n1CCN(C/C=C/c1ccccc1)CC2 (centres undefined),0.1,3.3,3.1,0.3
COc1ccc(CCNS(=O)(=O)c2cc(/C=C/C(=O)O)ccc2C)cc1OC,-0.2,-9.0,-4.3,0.3
CC(C)c1ccc(OCC(=O)Nc2ccc(Cl)cn2)cc1,0.0,-33.4,6.9,1.4
O=C(Nc1ccccc1C(=O)NC1CCCCC1)c1cccc(S(=O)(=O)NC2CCCCC2)c1,-0.2,2.7,14.7,0.1
O=C1NCCc2c(OCC(=O)N3CCc4ccccc43)cccc21,0.1,-0.2,20.7,0.2
Fc1ccccc1CN1CCN(C2CCCC2)CC1,0.1,-1.4,28.9,-2.2
CN1CCN(CCOCCOc2ccc(Cl)c(Cl)c2)CC1,0.1,10.4,57.3*,-0.9
CC(Oc1ccc(Cl)cc1Cl)C(=O)Nc1sc2c(c1C(N)=O)CCCC2 (centres undefined),0.1,-4.0,0.6,0.6
CCSCc1nnc(SCC(=O)Nc2ccc(C)c(Cl)c2)n1C,-0.1,-1.5,2.2,-0.4
O=C1NC(=Nc2ccccc2)S/C1=C\c1ccc(-c2cccc(Cl)c2Cl)o1,-0.1,0.0,-1.1,0.3
c1ccc2c(c1)CCN(c1ncnc3c1nc1n3CCCCC1)C2,-0.2,-79.7,-0.3,1.4
c1ccc(-c2ccc(C(c3ccccc3)n3ccnc3)cc2)cc1 (centres undefined),-0.1&0.0&0.6,-3.4&-14.8,-8.6&8.2&-0.8,0.2&1.0&-0.4
# (continued)
SMILES,FBW7 act,TEAD-YAP inh,MITF primary,GPR151 ag
c1ccc(COC2CCN(Cc3nc(-c4ccccn4)no3)CC2)nc1,-0.1,1.8,-1.5,2.7
CC(C)(C)c1ccc(-c2nc(C#N)c(N3CCOCC3)o2)cc1,-0.2,-1.3,-1.0,-1.5
O=C(O)Cc1ccc2oc(-c3ccccn3)nc2c1,0.0,-10.8,-15.9,-3.4
Cc1cccc2c(C(=O)Nc3ccc(Oc4ccc(Cl)cc4)cc3)cc(-c3ccccc3)nc12,0.0,-6.9,-2.7,1.5
O=C(COc1ccc2ccccc2c1)NNC(=O)CSc1ccccc1F,0.0,10.6,12.4,-2.0
CC(=O)c1cccc(Nc2ncnc3ccc(Br)cc23)c1,0.1,8.5,-9.3,2.4
CCOC(=O)c1c(NC(=O)CSc2nnc(CNC(=O)c3cccc(OC)c3)n2-c2ccc(OCC)cc2)sc2c1CCCC2,-0.1,10.8,-8.3,0.9
C/C(=N\N=C\c1ccncc1)c1nnn(-c2nonc2N)c1C,0.6,-9.6,11.7,-2.2
C[C@@H]1CN(Cc2nnnn2CC(=O)NCc2ccsc2)C[C@H](C)O1,-0.1,-7.1,3.5,0.6
COc1ccc(CCNC(=O)CCn2c(SCC(=O)NCCC(C)C)nc3ccccc3c2=O)cc1OC,0.0,8.6,1.4,2.1
COc1cccc(Cn2c3cc(C)sc3c3cnn(CC#N)c(=O)c32)c1,0.3,-19.1,10.2,-0.5
CCC(=O)N(c1cc(C)cc(C)c1)C1C=CS(=O)(=O)C1 (centres undefined),-0.1,3.8,3.1,1.1
COc1cccc(CN2CCN(C(=O)c3ccncc3)CC2)c1OC,0.7,6.8,83.0*,-1.2
COCCn1c(N)c(N(Cc2ccccc2)C(=O)C2CC3C=CC2C3)c(=O)[nH]c1=O (centres undefined),0.3,-1.2,10.0,-0.9
CCOC(=O)C1=C(C)N=c2s/c(=C/c3cccn3-c3ccc([N+](=O)[O-])cc3)c(=O)n2C1c1cccc(OC)c1 (centres undefined),0.0,10.4,-1.6,-0.5
Cn1c(=O)n(C)c2cc(/C=C(\C#N)c3nc4ccccc4[nH]3)ccc21,0.1,-20.4,4.8,3.6
O=C(NOC[C@H](O)CO)c1ccc(F)c(F)c1Nc1ccc(I)cc1F,x,x,13.1,1.5
CN(CC(=O)Nc1cccc(F)c1)S(=O)(=O)c1cc2c(cc1Cl)NC(=O)CO2,0.2,-2.8,-1.7,0.2
Cc1ccc(C2C3C(=O)N(c4ccc(C)cc4C)C(=O)C3N3CCCN23)cc1 (centres undefined),-0.2,-1.9,-0.7,0.8
C=CCn1c(SCC(=O)NCCCO)nc2sc(C)c(C)c2c1=O,0.0,1.4,3.9,-1.5
COc1ccccc1CN1CCN(C(=O)c2ccco2)CC1,-0.2,-2.6,46.6,-0.9
Cc1ccc(-n2c(-c3cn(C)nc3C)n[nH]c2=S)cc1,0.1,1.0,1.5,2.9
CC(=O)Nc1ccc(NC(=O)C2CC(C)=CCC2C(=O)O)cc1 (centres undefined),0.2,9.4,-9.8,-0.8
O=C(c1ccc(Cn2c(=S)[nH]c3ccc(Br)cc3c2=O)cc1)N1CCN(c2ncccn2)CC1,0.0,3.1,-5.8,-0.2
C=CCNC(=O)c1cnn(-c2ccc(C)c(C)c2)c1-n1cccc1,0.0,5.3,2.9,-0.3

# An excerpt from above in order of molar mass, ascending:
SMILES,FBW7 act,TEAD-YAP inh,MITF primary,GPR151 ag
CC(=O)Nc1ccc(NC(=O)C2CC(C)=CCC2C(=O)O)cc1 (centres undefined),0.2,9.4,-9.8,-0.8
C=CCNC(=O)c1cnn(-c2ccc(C)c(C)c2)c1-n1cccc1,0.0,5.3,2.9,-0.3
Cn1c(=O)n(C)c2cc(/C=C(\C#N)c3nc4ccccc4[nH]3)ccc21,0.1,-20.4,4.8,3.6
C=CCn1c(SCC(=O)NCCCO)nc2sc(C)c(C)c2c1=O,0.0,1.4,3.9,-1.5
COc1ccc(CCNC(=O)CCn2c(SCC(=O)NCCC(C)C)nc3ccccc3c2=O)cc1OC,0.0,8.6,1.4,2.1

# Continuation.
SMILES,FBW7 act,TEAD-YAP inh,MITF primary,GPR151 ag
CCCC1=C(C(=O)OCC)C(c2cc(OC)ccc2OC)n2c(s/c(=C/c3ccccc3)c2=O)=N1 (centres undefined),0.0,-19.0,15.9,-1.7
CC1=C(C(=O)Nc2ccccc2)C(c2ccc(Br)cc2)N2C(=O)CSC2=N1 (centres undefined),-0.1,-4.5,-8.7,1.4
N#Cc1cc2c(=O)n3ccccc3nc2n(Cc2ccccc2)c1=NC(=O)C1CCCCC1,-0.1,1.6,-1.6,0.3
CSc1cccc(NC(=O)C2C3C=CC4(O3)C2C(=O)N(Cc2ccccc2)C4C(=O)NC2CCCCC2)c1 (centres undefined),0.0,-0.9,-0.6,0.0
O=c1c2ccccc2nc(SCc2ccc3c(c2)OCO3)n1-c1ccccc1,0.0,1.5,15.8,0.8
COc1cc(C=O)ccc1OC(=O)CC1SC(=O)NC1=O (centres undefined),0.1,-1.0,-0.9,0.1
CC1=C(C(=O)N(C)C)C(c2cccc(Br)c2)NC(=O)N1 (centres undefined),0.5,3.5,6.0,-0.8
CCC(=O)Nc1nc(C)c(C(C)(C)C)s1,0.1,-6.4,-2.3,-0.8
COc1cccc(/C=N/Nc2cc(-n3cc(C)cn3)ncn2)c1O,-0.5,87.8*,73.4*,-1.9
CCOC(=O)c1c(N)sc2c1CCCCC2,-0.1,-0.5,2.3,0.3
CC1Cn2c(nnc2-c2ccc(F)cc2)S1 (centres undefined),0.1,-1.8,0.1,-1.4
CCOc1ccc(CN2CCNC(=O)C2CC(=O)NCCn2cccn2)cc1 (centres undefined),-0.1,13.4,-2.5,-0.1
Cc1ccc(/C=C/C2=NC(=C\c3ccc(Cl)c(Cl)c3)/C(=O)O2)cc1,1.1,-14.6,23.1,0.7
COc1cc(CC(=O)N2CCC3(CC2)OCc2cc(Cl)ccc2O3)cc(OC)c1OC,-0.4,59.2*,-17.4,1.5
Cn1c(C(=O)N2CCCC(C(=O)N3CCN(c4ccccn4)CC3)C2)cc2sccc21 (centres undefined),0.6,0.5,12.0,-1.5
O=C1CC(c2ccc(Cl)cc2)CC2=C1C(c1ccccc1OCc1ccccc1)Nc1ccccc1N2 (centres undefined),0.1,-3.6,-12.0,-0.1
Cc1ccc(C2=NN(c3nc(-c4ccccc4)c4cc(Cl)ccc4n3)C(c3cn(-c4ccccc4)nc3-c3ccc(C)cc3)C2)cc1 (centres undefined),-0.1,-0.2,-14.9,1.6
CCOC(=O)C1CCN(CCC(=O)Nc2ccc3c(c2)CCC3)CC1,0.0,3.8,-4.5,0.0
O=C(O)c1ccc(NC(=O)c2cccc(N3C(=O)C4C5c6ccccc6C(c6ccccc65)C4C3=O)c2)cc1 (centres undefined),1.0,-0.3,34.0,-1.2
COc1ccc(CCN(Cc2cc3ccc(C)cc3n3nnnc23)C(=O)C2CC2)cc1OC,-0.1,-3.4,11.0,-0.3
Cn1c(=O)c2[nH]c([N+](=O)[O-])nc2n(C)c1=O,0.0,3.0,4.0,0.8
Clc1ccc(-c2nc(Nc3ccc4c(c3)OCCO4)c3ccccc3n2)cc1,-0.1,1.0,4.9,2.5
O=C(Cc1ccc(O)cc1)N1CCc2c(nc(N3CCOCC3)[nH]c2=O)C1,0.2,-8.4,-3.0,0.6
Cc1ccc(C(=O)NCCCCNC(=O)c2ccc(C)o2)o1,0.1,9.3,16.1,-1.2
CC(=O)OCC1OC(Oc2cccc(C)c2C)C(OC(C)=O)C(OC(C)=O)C1OC(C)=O (centres undefined),-0.1,11.7,1.3,2.9
# The list goes on:
SMILES,FBW7 act,TEAD-YAP inh,MITF primary,GPR151 ag
CCN(CCCNC(=O)c1cc(-c2ccccn2)nc2ccccc12)c1cccc(C)c1,-0.2,-2.1,-1.8,8.0*
NC(=O)C1CCN(c2ccc(N3CCC(N4CCOCC4)CC3)nn2)CC1,0.1,0.1,-10.1,4.5
COc1cc(-c2cn[nH]c2)ccc1NC(=O)C1COc2ccc(Cl)cc2C1 (centres undefined),0.1,23.1,14.6,-0.6
COc1ccc(-c2cc3cc(OC)c(OC)cc3c(Cc3ccc(OC)c(OC)c3)n2)cc1,1.1,-2.5,20.6,-1.0
COc1cccc(Nc2nc(Cl)ccc2[N+](=O)[O-])c1,-1.0,7.8,38.0,-0.6
CCOC(=O)c1c(NC(=O)Cc2ccc(OC)cc2)sc(C(=O)Nc2cc(C(F)(F)F)ccc2Cl)c1C,0.0,-1.8,2.8,-0.3
CC(C)n1c(CN2CCN(c3cccc(Cl)c3)CC2)nc2c1c(=O)n(C)c(=O)n2C,0.0,20.5,4.2,0.3
O=C(COc1ccc(F)cc1Br)NCC1(N2CCOCC2)CCCCC1,0.2,3.8,0.6,0.9
Cc1ccc(-c2csc(C3=C(O)CN(C4CCCC4)C3=N)n2)cc1,0.0,-1.2,-1.5,-1.2
COCCCOc1ccnc(CS(=O)c2nc3ccccc3[nH]2)c1C (centres undefined),0.0&-0.1&0.2,-17.4&-26.3,7.3&17.6&5.7,0.1&-2.5&1.2
CC(=O)N1CCCOC1c1ccc([N+](=O)[O-])cc1 (centres undefined),-0.1,-2.1,-2.0,0.2
Cc1c(NC=C(C#N)C#N)c(=O)n(-c2ccccc2)n1C,0.8,16.6,10.4,-0.7
CC(=O)[C@@H]1[C@@H](c2ccc(Br)cc2)C(C#N)(C#N)[C@H]2C=Cc3ccccc3N12,0.0,1.0,6.6,0.7
COc1ccc(C2c3cc(OC)c(OC)cc3CC(=O)N2NC(=O)c2ccncc2)cc1 (centres undefined),0.2,12.7,7.5,0.1
COc1ccc(CNc2ccc3c(c2)ncn3-c2ccccc2)cc1,-0.5,-51.0,-12.9,0.1
CN(C)CCN(Cc1ccccc1)C1CCN(CCc2ccccn2)CC1,-0.3,-6.3,-4.6,-0.5
Cc1ccc(S(=O)(=O)NCCc2csc(-c3ccc(F)cc3)n2)cc1,-0.1,11.3,-2.7,1.7
COc1cc(N2CCOCC2)ccc1Nc1cc(NC(C)(C)c2ccccc2)c(C(F)(F)F)cn1,0.1,-0.8,57.9*,-1.9
